APJ ag – agonists of human apelin receptor APJ, primary screen, CHO-K1 cells, PathHunter beta-arrestin, luminescence. P35414. activation, % at 20 µM. 0% DMSO wells, 100% apelin. 0.11% of 330,000 active;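 active means activation more than six SD over the plate average, tested at 20 µM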;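 further: 0% = DMSO alone and 100% = apelin-13 at 10 nM; some results filed as inactive read as strong as hits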
Target sequence (P35414 whole entry, looked up): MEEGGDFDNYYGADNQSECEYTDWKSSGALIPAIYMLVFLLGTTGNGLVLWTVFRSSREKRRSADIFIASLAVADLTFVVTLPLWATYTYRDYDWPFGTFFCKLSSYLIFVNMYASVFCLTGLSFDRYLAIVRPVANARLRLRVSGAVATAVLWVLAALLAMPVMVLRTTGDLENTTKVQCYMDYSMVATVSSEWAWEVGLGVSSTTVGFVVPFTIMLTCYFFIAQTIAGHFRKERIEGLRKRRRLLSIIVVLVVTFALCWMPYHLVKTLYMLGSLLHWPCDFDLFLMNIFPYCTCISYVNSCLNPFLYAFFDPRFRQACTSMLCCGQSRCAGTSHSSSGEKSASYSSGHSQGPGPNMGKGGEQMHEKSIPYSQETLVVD
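system = engineered CHO-K1 APJ arrestin reporter cells | input = 1000 cells per well | timing = overnight seeding, 90 min compound at 25 °C, 1 h detection | measured by = enzyme-fragment complementation luminescence | read-out = beta-arrestin recruitment to APJ as agonist activity, luminescent signal | control set = negative DMSO alone, positive Apelin-13 at 10 nM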
UPR CHOP act – activators of apoptotic CHOP UPR arm, primary screen, cell-based, CHO-CHOP luciferase reporter, luminescence, uHTS. UPR activation; percent of tunicamycin response over DMSO baseline. activation, % at 10 µM. 0.34% of 330,000 active;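 active means at 10 µM dose, activation of 40% or more, normalized to positive control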;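 further: 100% = tunicamycin at 10 µg/mL and 0% = DMSO alone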
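Assay system: CHO-CHOP cells, stable luciferase reporter of PERK-eIF2a-CHOP signalling / Buffer or medium: F12 plus 10% serum / Compound dosing: one dose, 10 µM in 0.5% DMSO / Times: 6 h compound treatment, 37 °C / Technique: luciferase luminescence / Read-out: % reporter activation, DMSO baseline versus tunicamycin full activation / Benchmarks: tunicamycin and DMSO controls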
XBP1 UPR activ – activators of adaptive XBP1 UPR arm, primary screen, cell-based, CHO-XBP1 luciferase reporter, luminescence, uHTS; IRE1-XBP1 UPR activation; percent of tunicamycin response, DMSO as zero; activation, % at 20 µM; 0.33% of 330,000 active; AID 463104, 2010;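 active means versus positive control, 20 µM dose yields 30% or more activation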;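 further: 100% = tunicamycin at 10 µg/mL and 0% = DMSO only wells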
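Material: IRE1-XBP1 luciferase reporter CHO line / Quantity: one thousand reporter cells per well / Buffer or medium: F12 with 10% serum / Compound: 20 µM single concentration, DMSO 1% / Times: 6 h treatment, 37 °C / Detection: Steady-Glo luciferase glow luminescence, 10 min after reagent addition / Benchmarks: tunicamycin high, DMSO low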
Jurkat NFkB inh – inhibitors of induced NF-kB luciferase reporter, primary screen, TCR NF-kB activation inhibitor project, cell-based, luminescence, uHTS; 0.53% of 330,000 active; Jurkat, PMA/ionomycin-induced NF-kB luciferase reporter; inhibition, % at 4 µM; in the data active means inhibition above about 50%
Mdm2-MdmX inh – inhibitors of human Mdm2-MdmX association, primary screen, cell-based, luminescence, split luciferase, SaOS-2, uHTS; inhibition, % at 8 µM; SaOS-2 split-luciferase Mdm2/MdmX complementation; 3% of 330,000 active;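 active means inhibition of at least 50% at 8 µM in the primary screen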
697 NFkB inh – inhibitors of PMA/ionomycin-induced NF-kB reporter, 697 cells, primary screen, B-cell NF-kB inhibitor project, cell-based, luminescence, uHTS; 0.33% of 330,000 active; inhibition, % at 4 µM; 697 B-cell NF-kB luciferase reporter, 16 h; in the data active means inhibition above about 35%
tim23-1 inh – growth inhibitors of tim23-1 mutant yeast, primary screen, luminescence, uHTS | S. cerevisiae tim23-1 growth, BacTiter-Glo luminescence, 24 h | inhibition, % at 20 µM | AID 463212, 2010 | 1.3% of 330,000 active;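 active means growth inhibition of the mutant yeast at or above 50%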;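 further: temperature-sensitive mutant grown at 25 °C; plate controls were DMSO-treated mutant yeast for no effect and medium wells lacking yeast for full effect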
APJ antag – antagonists of human apelin receptor APJ, primary screen, CHO-K1 cells, beta-arrestin complementation, luminescence; P35414; inhibition, % at 20 µM; 0.32% of 330,000 active;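 active means inhibition above about 40% at 20 µM, limit read from the data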;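 further: cells challenged with 10 nM apelin-13 agonist together with compound; plate controls were apelin-13 plus DMSO wells for no effect and DMSO wells lacking apelin-13 for full effect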
* = called active by the depositor.

Preview, 7 compounds:
SMILES | APJ ag | UPR CHOP act | XBP1 UPR activ | Jurkat NFkB inh | Mdm2-MdmX inh | 697 NFkB inh | tim23-1 inh | APJ antag
Cc1ccc(C(=O)N2CCN(c3ccc(C(F)(F)F)cn3)CC2)o1 | 1.4 | 2.0 | -3.3 | 18.1 | -5.3 | -5.1 | 21.7 | 0.0
CC1(C)CNC(=O)c2sc(N3CCCCC3)nc2C1 | -4.2 | 3.2 | 0.3 | -33.5 | 25.8 | -38.6 | 26.7 | -18.2
CN(C)CCSc1nnc2sc3ccccc3n12 | -4.2 | -2.5 | -1.7 | 5.4 | 21.0 | -1.4 | -8.0 | 12.3
CCOC(=O)CNC(=O)C1c2ccccc2C(=O)N(c2ccc(OC)cc2)C1c1ccc(OC)cc1 (centres undefined) | 2.8 | 0.5 | -3.4 | 4.9 | -10.1 | 6.7 | 14.3 | 2.0
C=CCNc1sc(C(=O)c2cccs2)c(N)c1C#N | -1.3 | -1.3 | 7.9 | 5.6 | -3.0 | 2.2 | 14.0 | 21.8
CCC(C)[C@H](NC(=O)[C@@H]1CSC2c3ccccc3C(=O)N21)C(=O)NCc1ccco1 (some centres undefined) | 8.8 | 0.5 | 0.7 | 6.5 | 17.7 | 3.3 | 4.2 | 11.8
C[C@@H]1CN([C@H](C)CO)C(=O)c2cc(NC(=O)Cc3ccccc3)ccc2O[C@H]1CN(C)Cc1ccc(Oc2ccccc2)cc1 | -2.8 | 2.8 | 0.2 | -6.9 | 72.5* | 23.6 | 7.4 | 3.4

Main list, previewed entries included:
SMILES | APJ ag | UPR CHOP act | XBP1 UPR activ | Jurkat NFkB inh | Mdm2-MdmX inh | 697 NFkB inh | tim23-1 inh | APJ antag
Cc1ccc(C(=O)N2CCN(c3ccc(C(F)(F)F)cn3)CC2)o1 | 1.4 | 2.0 | -3.3 | 18.1 | -5.3 | -5.1 | 21.7 | 0.0
CC1(C)CNC(=O)c2sc(N3CCCCC3)nc2C1 | -4.2 | 3.2 | 0.3 | -33.5 | 25.8 | -38.6 | 26.7 | -18.2
CN(C)CCSc1nnc2sc3ccccc3n12 | -4.2 | -2.5 | -1.7 | 5.4 | 21.0 | -1.4 | -8.0 | 12.3
CCOC(=O)CNC(=O)C1c2ccccc2C(=O)N(c2ccc(OC)cc2)C1c1ccc(OC)cc1 (centres undefined) | 2.8 | 0.5 | -3.4 | 4.9 | -10.1 | 6.7 | 14.3 | 2.0
C=CCNc1sc(C(=O)c2cccs2)c(N)c1C#N | -1.3 | -1.3 | 7.9 | 5.6 | -3.0 | 2.2 | 14.0 | 21.8
CCC(C)[C@H](NC(=O)[C@@H]1CSC2c3ccccc3C(=O)N21)C(=O)NCc1ccco1 (some centres undefined) | 8.8 | 0.5 | 0.7 | 6.5 | 17.7 | 3.3 | 4.2 | 11.8
C[C@@H]1CN([C@H](C)CO)C(=O)c2cc(NC(=O)Cc3ccccc3)ccc2O[C@H]1CN(C)Cc1ccc(Oc2ccccc2)cc1 | -2.8 | 2.8 | 0.2 | -6.9 | 72.5* | 23.6 | 7.4 | 3.4
CC(CC(=O)C1C(C)C=CCC1(C)C)NNC(N)=O (centres undefined) | -3.2 | -1.7 | -1.4 | -18.4 | 9.7 | -0.5 | 18.8 | -27.0
Cc1ccc(NC(=O)C2CCCN2C(=O)OCc2ccccc2)cc1C (centres undefined) | -1.4 | 0.5 | -2.7 | 4.6 | 22.1 | 8.1 | 21.1 | 14.5
CCOc1cc(NC(=O)c2ccccc2C(=O)O)c(OCC)cc1NC(=O)c1ccccc1F | 4.2 | 3.0 | 5.0 | 20.1 | 29.2 | 0.3 | 53.0* | -21.0
CC1CCCN(C(=O)c2ccc3c(c2)OCO3)C1 (centres undefined) | -6.9 | 2.0 | -4.8 | -13.8 | -0.6 | -3.9 | -1.3 | -0.6
Cc1ccc(S(=O)(=O)NC(=O)Nc2nnc(C3CC3)s2)cc1 | -1.4 | -1.0 | 0.0 | -0.3 | 5.7 | -11.1 | 5.0 | -5.9
C=CCn1c(SCC(=O)/C(C#N)=C(\C)N)nnc1C1CCCCC1 | -4.5 | -3.5 | -5.2 | -1.4 | 15.8 | 24.8 | 2.6 | -1.6
CC(C)C(=O)NC(c1ccc(N(C)C)cc1)c1c(O)ccc2ccccc12 (centres undefined) | -3.4 | -2.2 | -2.9 | -0.5 | -13.5 | 30.0 | 10.1 | 4.1
O=C(OCC(=O)N1CCCC1)c1ccco1 | -1.9 | -4.1 | -4.6 | 21.2 | 2.5 | 0.9 | 4.5 | -6.6
COc1ccc(OCC(=O)Nc2ccc(NC(=O)c3ccco3)c(C)c2)cc1 | 4.1 | 1.8 | -3.4 | -7.8 | -0.7 | -10.0 | 16.1 | 2.0
Cc1cc(C(=O)Nc2ccccn2)no1 | -2.6 | 3.4 | -0.4 | -29.8 | -15.6 | -22.1 | 15.8 | 14.4
CC(=O)COC(=O)CCc1nc2ccccc2[nH]c1=O | -4.4 | -0.8 | -3.9 | 4.9 | -9.6 | 9.8 | 4.8 | 10.3
O=C(/C=C/c1ccccc1)c1ccccn1 | 2.4 | 5.8 | 5.6 | -64.0 | -6.5 | -16.4 | 28.4 | -10.1
COc1ccc(C(=O)Nc2ccc3nc(N4CCOCC4)sc3c2)cc1OC | -3.0 | 1.8 | 2.1 | 19.5 | -19.1 | 19.5 | 15.4 | -19.5
CC(=O)c1ccc(NC(=O)c2ccc(S(=O)(=O)c3ccccc3)cc2)cc1 | 0.5 | 0.1 | -3.5 | -9.4 | 8.7 | -16.0 | 3.8 | -38.4
CCOc1ccc(NC(=O)/C=C/c2ccc(OC)cc2)c([N+](=O)[O-])c1 | 3.2 | -1.3 | 3.4 | -8.8 | 5.0 | 22.6 | -3.7 | 6.5
O=S(=O)(c1ccc(Cl)s1)N1CCN(CCc2ccccc2)CC1 | -0.3 | 1.3 | -5.5 | 16.2 | 26.1 | -4.1 | 36.6 | 9.8
CCOc1ccccc1OCCCC(=O)NC1=NCCS1 | -0.5 | 0.8 | -1.9 | -12.3 | -7.8 | -28.3 | 1.4 | 16.3
COc1ccc(NC(=O)O/N=C/c2ccncc2)cc1 | -2.4 | 2.8 | -2.5 | -9.3 | 9.5 | -4.1 | 0.9 | -9.9
Later entries:
SMILES | APJ ag | UPR CHOP act | XBP1 UPR activ | Jurkat NFkB inh | Mdm2-MdmX inh | 697 NFkB inh | tim23-1 inh | APJ antag
CC(NC(=O)c1ccc(Cl)cc1)C(=O)N1CCCCC1 (centres undefined) | 0.2 | 2.4 | -2.2 | 1.8 | -8.2 | -23.3 | 6.2 | 9.0
[O-]/[N+](=C\c1ccccc1)c1ccccc1 | -3.5 | 2.8 | 1.7 | -1.3 | 18.0 | 3.4 | -3.2 | 11.6
Cc1cc(-c2ccccc2)nc(N(C)NC(=O)c2c(F)cccc2F)c1S(C)(=O)=O | -2.5 | -1.3 | -2.5 | 0.7 | 23.2 | 0.2 | 20.0 | -11.1
O=C1/C(=C/c2cccnc2)Oc2cc(OS(=O)(=O)c3ccc(Cl)cc3)ccc21 | 2.0 | 1.8 | 0.4 | 2.9 | 9.3 | -8.9 | 4.2 | -17.1
[O-][N+]12CC[N+]([O-])(CC1)c1ccccc12 | 0.6 | -3.5 | -1.1 | 1.7 | 19.3 | 20.6 | 3.4 | 1.9
CC(=O)N(CC1CCCO1)C1(C(=O)NC2CCCC2)CCCCC1 (centres undefined) | 0.6 | 1.7 | -0.2 | 2.8 | 20.7 | -7.6 | 14.3 | -1.9
O=C(NC1=NCCS1)c1cccc(S(=O)(=O)N2CCc3ccccc32)c1 | -2.3 | -0.2 | -3.1 | -4.8 | 1.1 | 11.9 | 0.5 | 3.9
Cc1ccc(S(=O)(=O)N2[C@@H](c3ccc(Cl)c(Cl)c3)C(C(=O)O)=C[C@H]2C(C)(C)C)cc1 | -2.5 | 1.0 | -3.8 | 1.5 | 6.1 | -15.1 | 31.4 | 12.2
CC1CN(CN2C(=O)c3ccccc3C2=O)CC(C)O1 (centres undefined) | -2.4 | -0.5 | -0.6 | 4.1 | -26.2 | 28.5 | 3.9 | 13.9
COc1cc(NC(=O)c2oc3ccccc3c2C)ccc1NC(=O)c1ccco1 | 0.7 | 7.4 | 2.5 | -20.0 | 63.4* | -22.8 | 9.3 | -3.7
CN1CC=C2C(C#N)=C(N)C(C#N)(C#N)[C@H](c3cccc(Cl)c3)C2C1 (some centres undefined) | -1.4 | 2.4 | -6.9 | 3.6 | 24.6 | 9.1 | -11.0 | 11.2
Cc1ccc(S(=O)(=O)NCC(=O)N(CC(=O)NCc2ccco2)Cc2ccccc2)cc1 | -0.5 | -0.9 | -0.5 | 4.4 | 8.4 | 25.8 | 0.2 | 8.7
CC(C)(C)CC(=O)Nc1ccc(C(N)=O)cc1 | -1.0 | 0.8 | 0.8 | 5.3 | 22.2 | 18.0 | -1.9 | 7.4
Cc1cc(Nc2cccc(Cl)c2)nc(NCc2ccccc2)n1 | 2.2 | 3.0 | 11.8 | -7.0 | 58.6* | -31.6 | 44.8 | -1.7
Cc1cccc(NC(=O)[C@@H]2CCCN2C(=O)OC(C)(C)C)c1C | -2.2 | 3.4 | -2.4 | 3.1 | -4.6 | -10.3 | 7.9 | 9.6
O=[N+]([O-])c1c(C(Cl)Cl)nn(-c2ccccc2)c1N1CCCC1 | 2.4 | 0.4 | -3.2 | 1.5 | 14.5 | -11.3 | 60.6* | -19.7
Cc1c(NC(=O)C(C)OC(=O)c2cccc([N+](=O)[O-])c2)c(=O)n(-c2ccccc2)n1C (centres undefined) | -2.4 | 0.4 | -0.8 | 20.6 | -4.8 | 11.4 | -4.7 | 13.8
CCN1/C(=C/C=C/C=C/c2sc3ccccc3[n+]2CC)Sc2ccccc21 | 0.1 | 9.8 | -7.8 | 33.0 | 91.1* | -7.3 | 89.3* | 37.2
Cc1c(Cl)cccc1NC(=O)COC(=O)Cc1ccsc1 | -1.2 | -3.0 | -1.9 | -3.3 | 22.4 | 15.3 | 5.5 | 17.0
Cc1c(C(=O)NCCCN2CCCC2=O)oc2ccc(S(=O)(=O)N3CCOCC3)cc12 | -2.9 | 0.1 | 0.7 | -28.9 | 1.4 | -17.0 | 9.8 | -9.8
Cc1cc(C)cc(NC(=O)N2CCCC2C(=O)Nc2ccc(-n3cnnn3)cc2)c1 (centres undefined) | -2.9 | -2.2 | -0.7 | -15.4 | 5.0 | 3.0 | 10.3 | -13.5
CN(C)S(=O)(=O)c1ccc(S(=O)(=O)NCc2ccc3c(c2)OCO3)cc1 | 1.8 | -3.0 | -4.5 | -0.4 | 23.6 | 10.1 | 4.4 | 8.0
O=C(O)C/C(=C\c1cccc(NC(=O)c2ccccc2Cl)c1)c1nc2ccccc2s1 | -4.2 | 1.5 | -1.1 | -12.7 | -24.9 | 13.2 | -0.8 | -15.2
Cc1noc(C)c1COc1cccc(C(=O)Nc2ccc(OCc3ccccc3)cc2)c1 | 1.3 | -1.3 | -3.9 | -10.8 | 14.9 | -17.9 | -4.5 | -6.4
Cc1cc(NC(=O)C(=O)NCCN2CCN(C(=O)c3cccs3)CC2)ccc1Br | 6.4 | 2.1 | -0.9 | 9.7 | 23.2 | -16.0 | -2.8 | 22.4

Screening data deposited in PubChem by Sanford-Burnham Center for Chemical Genomics.
